# p53 reactivator = re-activators of mutant p53; H1299 p53-A138V BP100-luciferase reporter, luminescence, 24 h; Potency, µM (highest dose often 92.2 µM), for the others: at the highest dose activity change, positive = activation, hits mostly activators; 320,000 tested, 0.063% active; AID 504706; also: % of control where 0% means no effect; nearly all actives have a fitted effect of over 45% in size
#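 p53-null H1299 cells stably carrying temperature-sensitive p53-A138V and a BP100-luciferase reporter were pinned with compounds (4-point, 1:5 series) and held 24 hrs at 37 deg C. Luminescence was read 10 min after detection reagent.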
# FLuc counter = counter-screen for miR-21 project: firefly luciferase inhibitors or activators | Potency, µM (top dose mostly 57.5 µM), inactives show at the top dose activity change, negative = inhibition, usual class: inhibitors | 360,000 tested, 6.9% active | purified FLuc, Km substrates, luminescence inhibition | P08659;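 also: plate controls were vehicle for no effect and reference inhibitor for full effect; nearly all actives have a fitted effect of over 55% in size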
# Target sequence (P08659 whole entry, looked up): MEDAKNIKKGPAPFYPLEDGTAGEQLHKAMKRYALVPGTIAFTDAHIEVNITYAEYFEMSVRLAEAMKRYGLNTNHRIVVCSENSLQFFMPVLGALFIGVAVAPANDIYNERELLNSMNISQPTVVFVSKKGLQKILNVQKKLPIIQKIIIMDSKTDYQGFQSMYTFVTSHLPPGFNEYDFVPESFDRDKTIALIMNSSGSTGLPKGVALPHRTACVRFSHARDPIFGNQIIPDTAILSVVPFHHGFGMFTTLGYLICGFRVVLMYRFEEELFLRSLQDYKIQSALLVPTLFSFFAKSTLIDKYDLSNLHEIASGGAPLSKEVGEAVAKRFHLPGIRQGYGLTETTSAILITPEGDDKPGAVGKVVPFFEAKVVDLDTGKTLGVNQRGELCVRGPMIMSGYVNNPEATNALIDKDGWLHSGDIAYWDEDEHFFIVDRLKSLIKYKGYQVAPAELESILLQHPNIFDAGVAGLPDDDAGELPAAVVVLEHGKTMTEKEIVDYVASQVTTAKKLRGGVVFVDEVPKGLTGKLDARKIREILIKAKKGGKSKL
#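 Purified P. pyralis luciferase (10nM final) with 10uM D-luciferin and 10uM ATP (Km levels) in 50mM Tris acetate pH 7.5, 10mM Mg acetate, 0.01% Tween-20, 0.05% BSA; qHTS 6-point titration, ~60 µM downward; luminescence read.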
# BRCA1 expr up = increases BRCA1 expression; MCF7-BRCA1-FFLuc reporter, luminescence, 48 h; response scale: scaled: vehicle 0%, 10 µM genistein 100%; Potency, µM (highest dose often 46.1 µM), for inactives: at the top dose activation, actives largely listed as activators; 380,000 tested, 1.1% active; AID 624202; also: nearly all actives have a fitted effect of over 80% in size; some results filed as inactive show a strong effect at the top dose
#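 Using MCF7 cells harboring a BRCA1 firefly luciferase reporter, plated 2 h before compound pinning, the screen measured luminescence after 48 h incubation. Responses were normalized to DMSO and 10 microM genistein, then fitted for concentration-effect.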
# Rab9 promoter act = activators of Rab9 promoter; Potency, µM (highest dose often 9.22 µM), for inactives: at the top dose activation, negative = inhibition, actives largely listed as activators; 320,000 tested, 2.8% active; AID 485297; Huh7 Rab9 promoter-luciferase reporter, luminescence, 24 h; also: % of control where 0% means no effect; nearly all actives have a fitted effect of over 60% in size
#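 Using Huh7 cells stably transfected with Rab9 promoter–luciferase, compounds were incubated 24 h at 37 °C, 5% CO2; luciferase luminescence was read 10 min after reagent addition.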
# NPC1 prom act = NPC1 promoter activation; Huh7 NPC1 promoter luciferase reporter, 24 h; Potency, µM (titrated, usually from 9.22 µM), without a hit: at the highest dose activation, most hits filed as activators; 320,000 tested, 2.4% active; AID 485313;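 also: % of control where 0% means no effect; nearly all actives have a fitted effect of over 60% in size; reporter is driven by a mutant NPC1 promoter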
#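 Readout is luciferase luminescence, reflecting NPC1 promoter activation in stably transfected Huh7 cells after 24 h compound exposure at 37 °C in reduced-serum medium with 10% FBS.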
# uPA generation = cell surface uPA generation inhibition; cell surface uPA generation assay, qHTS; Potency, µM (doses to about 38.3 µM), for the others: at the highest dose activity change, negative = inhibition, actives largely listed as inhibitors; 330,000 tested, 0.31% active; active = well fitted inhibition curve with a large enough effect; inconclusive = small, poorly fitted or top-dose-only effect; inactive = no such curve, though single readings can be large or run the other way; tested in mouse RAW 264.7 cells; also: % is scaled to controls: 0 for no effect and ±100 for the full control effect; nearly all actives have a fitted effect of over 55% in size
# MBNL1 CUG block = MBNL1-poly(CUG) RNA binding inhibition; Q9NR56; 280,000 tested, 0.036% active; Potency, µM (titrated, usually from 57.5 µM), inactives show at the top dose activity change, negative = inhibition, most hits filed as inhibitors; TR-FRET MBNL1-His/biotin-(CUG)12 binding, 665/545 ratio; active = well fitted inhibition curve with a large enough effect in the signal ratio, with a control signal flat, not every such curve was filed as active; inconclusive = small, poorly fitted or top-dose-only effect, or effect the other way, or a change in a side signal; inactive = no such curve, though single readings can be large or run the other way; the % refers to the signal ratio; also: % is scaled to controls: 0 for no effect and ±100 for the full control effect
# Target sequence (Q9NR56 whole entry, looked up): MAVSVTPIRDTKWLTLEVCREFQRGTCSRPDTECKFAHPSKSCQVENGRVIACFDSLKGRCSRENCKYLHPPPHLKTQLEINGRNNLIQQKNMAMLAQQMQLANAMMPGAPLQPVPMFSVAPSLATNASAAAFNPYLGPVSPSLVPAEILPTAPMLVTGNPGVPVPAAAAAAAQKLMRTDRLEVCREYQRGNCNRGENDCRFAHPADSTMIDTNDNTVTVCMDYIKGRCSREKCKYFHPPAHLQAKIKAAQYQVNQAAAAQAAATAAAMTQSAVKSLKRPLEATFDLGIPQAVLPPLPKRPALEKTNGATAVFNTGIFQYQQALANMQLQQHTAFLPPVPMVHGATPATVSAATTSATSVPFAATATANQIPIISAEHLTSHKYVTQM
#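 TR-FRET between His-tagged MBNL1 and biotin-(CUG)12 RNA, detected with Tb anti-His antibody (0.055 ng/ul) and streptavidin-XL665 (5 nM), 60 min at room temperature. Compounds titrated 92 nM to 58 uM; 665/545 nm ratio normalized to buffer and complex controls.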
# ELG1 genotox = inducers of genotoxicity in HEK293T ELG1-luciferase cells. Potency, µM (top dose mostly 46 µM), for inactives: at the top dose activity change, positive = activation, actives largely listed as activators. HEK293T ELG1-luciferase reporter, luminescence, 16 h. 330,000 tested, 1.3% active. AID 504466; also: % of control where 0% means no effect; nearly all actives have a fitted effect of over 60% in size
#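 Step 1: seed 2,000 HEK293T ELG1-luciferase cells per well. Step 2: add compound or DMSO, incubate 16 hr at 37 °C. Step 3: ONE-Glo, 30 min at room temperature, read luminescence.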
# RORgamma inh = inhibitors of mouse ROR gamma transcriptional activity; P51450; Drosophila S2 Gal4-RORgamma UAS-luciferase reporter, 20 h; Potency, µM (series often up to 53.6 µM), for inactives: at the top dose activity change, negative = inhibition, hits mostly inhibitors; 310,000 tested, 5.4% active; also: % is scaled to controls: 0 for no effect and ±100 for the full control effect; nearly all actives have a fitted effect of over 60% in size
#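 Compounds are pin-transferred onto Drosophila Schneider cells expressing a copper-inducible Gal4–ROR gamma transactivation domain fusion. After 1 hr, copper sulfate is added to 700 uM final; luciferase is read 20 hr later.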
# Gal4-VP16 FLuc = counter-screen for ROR gamma inhibitors: Gal4-VP16 reporter; Potency, µM (top dose mostly 53.6 µM), for inactives: at the top dose activity, negative = inhibition, usual class: inhibitors; 310,000 tested, 3.5% active; Drosophila S2 Gal4-VP16 UAS-luciferase, luminescence, 20 h;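 also: Gal4-VP16 expression switched on by copper sulfate through the metallothionein promoter; % is scaled to controls: 0 for no effect and ±100 for the full control effect; nearly all actives have a fitted effect of over 50% in size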
# * marks the source's active call; other numbers are inactive results; ? = inconclusive; . = no result given; & = joins results of further samples; ! = not confirmed by another sample; [ ] = another dose, or the depositor's remark. Unless noted, calls follow the shape of the dose curve; as a rule, active = well fitted curve in the direction sought with a large enough effect; inconclusive = small, poorly fitted or top-dose-only effect, or another doubt; inactive = no such curve, though single readings can be large; an effect the other way counts as inactive or inconclusive. Potency is read from the fitted curve at half-maximal effect.
SMILES,p53 reactivator,FLuc counter,BRCA1 expr up,Rab9 promoter act,NPC1 prom act,uPA generation,MBNL1 CUG block,ELG1 genotox,RORgamma inh,Gal4-VP16 FLuc
CC1CCC2(CC1)NC(=O)N(CC(=O)NC(C)c1ccc(F)c(F)c1)C2=O (stereo unspecified),-15%,.,5%,-1%,-7%,12%,.,0%,.,.
COCCn1nnnc1C(C(C)C)N1CCN(C(=O)c2ccco2)CC1 (stereo unspecified),-10%,0%,-1%,-1%,-5%,-2%,2%,-4%,7%,9%
CCc1ccc(C(=O)NNC(=O)c2n[nH]c(=O)c3ccccc23)cc1,3%,?,-12%,1%,-1%,-23%,.,0%,.,.
CC(Sc1nc(-c2ccccc2)cc(C(F)(F)F)n1)C(=O)N1CCOCC1 (stereo unspecified),-5%,1%,-20%,0%,-4%,1%,?,-2%,?,-3%
Cc1ccc(C)c(OCCSc2nnc(-c3cccnc3)n2N)c1,-1%,-3%,-20%,0%,1%,0%,-24%,-2%,33%,6%
CCOC(=O)/C(=C\C=C\c1ccccc1)NC(=O)c1ccccc1,-3%,?,-21%,-6%,0%,-5%,?,-3%,-24%,4%
CCOCCCNC(=S)N1CCCN(c2nc3c(C)c(C)ccc3cc2C#N)CC1,2%,-1%,-20%,7%,3%,3%,4%,2%,7%,1%
COc1ccc(O)c(/C=N/N2CCOCC2)c1,6%,?,?,?,?,-1%,-2%,?,35%,4%
NC(=O)C1CCN(CC(=O)Nc2ccccn2)CC1,?,3%,7%,-6%,-2%,5%,-9%,2%,-2%,-4%
CC(C)CCOc1ccc(CO[C@@H]2[C@H]3OC(C)(C)O[C@H]3O[C@@H]2C(O)CO)cc1 (stereo partly specified),5%,1%,0%,9%,3%,5%,-5%,-9%,?,11%
COc1ccccc1-c1nnc(SCc2nc3ccccc3[nH]2)n1C,-3%,2%,-7%,2%,2%,11%,-7%,-1%,5%,22%
CC(O)CNc1nc2c(c(=O)n(Cc3ccc(Br)cc3)c(=O)n2C)n1C (stereo unspecified),14%,1%,-4%,4%,2%,-29%,1%,-11%,30%,12%
Cc1ccc(C(=O)Nc2ccc(S(=O)(=O)N3CCCC3)cc2)o1,-11%,-2%,-19%,-7%,-5%,0%,-3%,1%,35%,19%
Cc1cc(NC(=O)CCOc2ccccc2)no1,?,2%,-2%,15%,-2%,-3%,-1%,-2%,-1%,-9%
CC1=CC(=O)c2ccccc2C1=O,-17%&-8%,-6%&-17%,-23%&-30%,-3%&-1%,2%&0%,19%&-18%,38%[activator],-7%&16%,11µM*!,7.9µM*
Cc1ccccc1NC(=O)CSc1nnc(Cc2ccccc2)c(=O)n1N,3%,-2%,-1%,-2%,4%,-5%,.,1%,.,.
CCOC(=O)C(=NC1CCCCC1)NNc1cccc(C(F)(F)F)c1,0%,-3%,-12%,0%,0%,7%,-9%,1%,170%,-11%
CCOc1ccc(NC(=O)COC(=O)CCCc2c[nH]c3ccccc23)cc1,-2%,-21%,13%,0%,3%,.,-11%,1%,24%,-6%
CC(Sc1nnc(NC(=O)c2cc3ccccc3oc2=O)s1)c1ccccc1 (stereo unspecified),7%,6%,16%,-4%,0%,0%,-13%,2%,29%,-3%
Cc1ccsc1C(=O)NNC(=O)C1CC=CCC1C(=O)O (stereo unspecified),?,?,7%,-2%,-2%,-3%,-11%,6%,1%,18%
CC(C)c1c(C(=O)N/N=C2\CCc3ccccc32)nnn1-c1nonc1N,8%,-3%,0%,0%,-1%,4%,-3%,0%,-13%,-5%
Cc1ccc(C2(C)NC(=O)N(CC(=O)Nc3ccccc3C(=O)NC3CCCC3)C2=O)cc1 (stereo unspecified),-5%,1%,-3%,0%,-1%,5%,.,-2%,.,.
CCc1ccc(OCCOCC(O)CNC(C)CC)cc1 (stereo unspecified),-9%,7%,-22%,2%,-3%,2%,-6%,-1%,19%,-2%
O=C(NCc1cn(-c2ccccc2)nc1-c1ccccc1)c1ccc([N+](=O)[O-])cc1,24%,-4%,-16%,3%,-3%,?,15%,1%,?,7.1µM*
CCCCN(CC)S(=O)(=O)c1ccc(C(=O)Nc2nnc(COC)o2)cc1,17%,-1%,-38%,8%,-3%,-5%,-10%,-9%,1.3µM*,3.2µM*
COc1cccc(CC(=O)N2CCC(CCC(=O)Nc3cccc(OC)c3)CC2)c1,12%,-3%,34%,2%,3%,-4%,-8%,4%,13%,-13%
COc1ccc(C)cc1S(=O)(=O)Nc1cccc(Cl)c1Cl,-10%,-1%,-22%,-5%,-2%,1%,-2%,-2%,0%,-2%
CC(C)(Sc1ccc(CCN(CCCCC2CCCCC2)C(=O)NC2CCCCC2)cc1)C(=O)O,-5%,-1%,-22%,-11%[46.1 µM],-6%[46.1 µM],-22%,.,2%,14%,1%
CCc1noc(C)c1C(=O)OCC(=O)Nc1ncc(Cl)cc1Cl,13%,0%,-9%,0%,0%,2%,-7%,0%,18%,-9%
Cc1ccc(C)c(OCCn2cc(/C=C(\C#N)C(=O)NCc3cccs3)c3ccccc32)c1,-5%,6%,-1%[1.84 µM],2%,-2%,6%,1%,-2%,-9%,-3%
CCCC1(CCC)NC(=O)N(CC(=O)Nc2ccc3c(c2)OCCO3)C1=O,-9%,.,-22%,.,.,-3%,.,1%,.,.
O=C1COc2ccc(C(=O)COC(=O)Cn3cnc4ccccc43)cc2N1,6%,-3%,-14%,11%,1%,-5%,0%,3%,?,-8%
O=c1c2c3c(sc2nc2sc(C4CC4)nn12)CCCC3,11%,3µM*,?,4µM*,2.5µM*,-2%,4%,5.8µM*,?,5%
Cc1cc(NC(=O)C2CC(c3ccc(F)cc3)=NO2)n(-c2ccccc2)n1 (stereo unspecified),-4%,5%,-4%,2%,-2%,5%,-4%,2%,9%,6%
CCC(C)Nc1ncnc2c1cnn2Cc1ccc(Cl)cc1 (stereo unspecified),1%,-1%,0%,-3%,-4%,15%,-11%,-6%,-2%,?
COc1ccc(C)cc1S(=O)(=O)n1c([N+](=O)[O-])cnc1C,6%,-1%,28%,-1%,1%,0%,6%,6%,2%,-4%
O=C(CCN1C(=O)c2ccncc2C1=O)Nc1ccc2c(c1)OCCO2,9%,0%,0%,2%,-2%,-3%,?,4%,-23%,4%
Cc1ccc(-c2n[nH]c(=S)c3ccccc23)cc1S(=O)(=O)NCC1CCCO1 (stereo unspecified),2%,2%,-49%,0%,-8%,-1%,?,-16%,15%,4%
CC1CCCCC12NC(=O)N(CC(=O)NC(=O)NCc1ccco1)C2=O (stereo unspecified),-4%,-2%,6%,-16%,-5%,3%,5%,1%,-20%,-9%
CCOc1ccc(-n2cc(-c3ccc(OC)c(OC)c3)[nH]c2=S)cc1,9%,?,19%,-2%,12%,2%,3%,3%,1.3µM*,?
O=C(Nc1cccc2c1CCCC2)c1ccncc1,-14%,0%,-3%,-5%,-2%,3%,8%,0%,-25%,1%
CC(C)CN(C(=O)COC(=O)Cc1n[nH]c(=O)c2ccccc12)C1CCS(=O)(=O)C1 (stereo unspecified),1%,1%,1%,-2%,-5%,.,7%,0%,-12%,-6%
C[C@H](CO)N1C[C@H](C)[C@@H](CN(C)S(=O)(=O)c2cccs2)Oc2ccc(NC(=O)C3CC3)cc2C1=O,-6%,.,-4%,.,.,-2%,.,-1%,.,.
Cc1cccc(NC(=O)C2CCCN(S(=O)(=O)c3cccc4nsnc34)C2)n1 (stereo unspecified),0%,2%,-37%,9%,-2%,0%,?,-16%,-21%,-3%
CC1(C)O[C@@H]2[C@H](O1)[C@@H](CO)O[C@H]2n1c(N2CCCCC2)nc2c(N)ncnc21,-2%,-2%,0%,1%,-3%,-7%,.,5%,.,.
CCOC(=O)C1=C(C)NC(C)=C(C(=O)OCC)C1,2%,-1%&6%,-2%&0%,-6%,1%,-2%&-6%,4%&1%,1%,-19%&-18%,4%&-4%
CN(C)c1ccc(N=C/C=C2/N(C)c3ccccc3C2(C)C)cc1,?,15µM*,-19%,20%,12%,?,?,4%,-21%,?
CSc1ccc(Cl)c(C(=O)OCC(=O)N2CCOCC2)c1,-4%,5%,-6%,2%,-2%,5%,1%,6%,14%,10%
CCOC(=O)CCC(=O)N1CCOCCOCCN(C(=O)CCC(=O)OCC)CCOCCOCC1,-2%,5%,0%,-4%,-5%,3%,-1%,0%,-18%,0%
CCN(CC)CCNC1=CC(=O)OC12CCCCC2,-11%,3%,-2%,-6%,-2%,3%,0%,0%,-37%,2%
CC(C)(C)NC(=O)C1CC(=O)OC12CCOC(C)(C)C2 (stereo unspecified),1%,-11%,-27%,-4%,0%,20%,13%,0%,-1%,-1%

# Single records, as listed above. Screens in order: p53 reactivator, FLuc counter, BRCA1 expr up, Rab9 promoter act, NPC1 prom act, uPA generation, MBNL1 CUG block, ELG1 genotox, RORgamma inh, Gal4-VP16 FLuc
# Record of C[C@H](CO)N1C[C@H](C)[C@@H](CN(C)S(=O)(=O)c2cccs2)Oc2ccc(NC(=O)C3CC3)cc2C1=O : -6%, ., -4%, ., ., -2%, ., -1%, ., .
# Record of CCOC(=O)CCC(=O)N1CCOCCOCCN(C(=O)CCC(=O)OCC)CCOCCOCC1 : -2%, 5%, 0%, -4%, -5%, 3%, -1%, 0%, -18%, 0%

# Bioassay records as filed in PubChem BioAssay.
